Source: PubChem
rTrxR1 inhibitor: qHTS Assay for Inhibitors of Mammalian Selenoprotein Thioredoxin Reductase 1 (TrxR1): qHTS. Potency, µM (titrated, usually from 114 µM), inactives show at the highest dose activity change, negative = inhibition, usual class: inhibitors. Thioredoxin reductase 1, cytoplasmic (Rattus norvegicus), O89049. actives 1% (n = 390,000). recombinant rTrxR1, NADPH fluorescence consumption, selenite substrate; note: potency is the fitted concentration of half-maximal effect; % is set by controls: 0 for no effect and ±100 for the full control effect; nearly all actives have a fitted effect of over 65% in size
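Rat TrxR1 (90 nM in the dispensed reagent) was pre-reduced with 400 uM NADPH for 5 min at room temperature, then incubated with compound for 15 min. After 400 uM selenite was added, NADPH fluorescence (Ex 340/Em 450 nm) was followed for 8 min.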
TrxR1 substrate: qHTS Assay for Substrates of Mammalian Selenoprotein Thioredoxin Reductase 1 (TrxR1): qHTS; actives 0.01% (n = 390,000); Thioredoxin reductase 1, cytoplasmic (Rattus norvegicus), O89049; purified TrxR1 substrate turnover, NADPH consumption readout; Potency, µM (titrated, usually from 114 µM), for the others: at the highest dose activity change, negative = substrate turnover; note: potency is the fitted concentration of half-maximal effect; % is set by controls: 0 for no effect and ±100 for the full control effect; nearly all actives have a fitted effect of over 50% in size
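Rat TrxR1, dispensed at 90 nM, was prereduced with 400 uM NADPH (final) for 5 min at ~22 deg C, then incubated with compound 15 min before 400 uM selenite. A first-read NADPH fluorescence drop versus no-compound background flagged substrates.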
IDH1 R132H inh: qHTS for Inhibitors of mutant isocitrate dehydrogenase 1 (IDH1): qHTS; AID 602179, 2012; IDH1-R132H enzyme, NADPH consumption, diaphorase/resazurin fluorescence; Potency, µM (series often up to 76.6 µM), inactives show top-dose activity change, negative = inhibition, actives largely listed as inhibitors; Isocitrate dehydrogenase [NADP] cytoplasmic (Homo sapiens), O75874; actives 0.093% (n = 390,000); note: potency is the fitted concentration of half-maximal effect; % is set by controls: 0 for no effect and ±100 for the full control effect; nearly all actives have a fitted effect of over 65% in size
Target sequence (O75874 whole entry R132H, stated change not applied): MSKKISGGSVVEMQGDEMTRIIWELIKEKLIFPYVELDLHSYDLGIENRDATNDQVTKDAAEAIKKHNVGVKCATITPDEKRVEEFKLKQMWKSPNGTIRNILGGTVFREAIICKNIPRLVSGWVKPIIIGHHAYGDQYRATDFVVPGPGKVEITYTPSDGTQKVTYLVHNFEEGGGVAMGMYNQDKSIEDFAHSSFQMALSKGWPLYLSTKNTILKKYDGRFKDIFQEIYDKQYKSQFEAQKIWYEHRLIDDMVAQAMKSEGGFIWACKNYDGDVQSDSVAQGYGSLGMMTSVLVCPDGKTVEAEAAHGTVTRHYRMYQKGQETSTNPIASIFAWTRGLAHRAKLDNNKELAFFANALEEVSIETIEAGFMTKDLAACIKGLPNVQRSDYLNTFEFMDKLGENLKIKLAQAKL
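IDH1-R132H (0.5 ug/mL dispensed) in pH 7.5 Tris buffer was preincubated 30 min with compound, then given a substrate mix of 0.016 mM NADPH and 2 mM alpha-KG for 80 min at room temperature; remaining NADPH was read by diaphorase/resazurin fluorescence.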
USP1 inh: Inhibitors of USP1/UAF1: Primary Screen | actives 0.23% (n = 390,000) | Potency, µM (top dose mostly 57.1 µM), for inactives: at the highest dose activity change, negative = inhibition, actives largely listed as inhibitors | Ubiquitin carboxyl-terminal hydrolase 1 (Homo sapiens), O94782 | recombinant USP1/UAF1, Ub-Rhodamine cleavage fluorescence; note: potency is the fitted concentration of half-maximal effect; % is set by controls: 0 for no effect and ±100 for the full control effect; nearly all actives have a fitted effect of over 60% in size; inactives centre near -12
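USP1/UAF1 complex (1 nM) preincubated 15 min at room temperature with compound, then Ub-Rho substrate (150 nM final) added. Kinetic fluorescence at 480/540 nm over 6 reads at 60 s intervals; 50 mM HEPES pH 7.8, 0.5 mM EDTA, 0.1 mg/ml BSA, 1 mM TCEP, 0.01% Tween-20.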
LDHA inh: qHTS assay for inhibitors of human lactate dehydrogenase. L-lactate dehydrogenase A chain (Homo sapiens), P00338. purified LDHA, NADH/diaphorase-resazurin fluorescence; hits give low values. activity change, % (values are at about 110 or 230 µM). actives 0.15% (n = 480,000). AID 1347041, 2019; in the data active = activity change below about -30%; inconclusive = mostly about -25% to -30%;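 note: plate controls were DMSO wells for no effect and wells without enzyme for full effect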
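Human LDH5 at 2 nM final in Tris HCl pH 7.4 with 0.06 mM NADH and 0.2 mM pyruvate, reacted 5 minutes at room temperature. Remaining NADH coupled via diaphorase/resazurin; resorufin fluorescence read at 0 and 20 minutes, normalized to enzyme-free and DMSO wells.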
RGS4 inhibitor: Inhibitors of Regulator of G Protein Signaling (RGS) 4: qHTS; AID 504845, 2011; actives 0.039% (n = 390,000); Transcreener GDP fluorescence polarization, RGS4-accelerated GTP hydrolysis; Potency, µM (titrated, usually from 114 µM), for the others: at the highest dose activity change, negative = inhibition, actives largely listed as inhibitors; Regulator of G-protein signaling 4 (Homo sapiens), P49798; note: potency is the fitted concentration of half-maximal effect; % is set by controls: 0 for no effect and ±100 for the full control effect; nearly all actives have a fitted effect of over 75% in size; some results filed as inactive show a strong effect at the top dose
Target sequence (P49798 whole entry, looked up): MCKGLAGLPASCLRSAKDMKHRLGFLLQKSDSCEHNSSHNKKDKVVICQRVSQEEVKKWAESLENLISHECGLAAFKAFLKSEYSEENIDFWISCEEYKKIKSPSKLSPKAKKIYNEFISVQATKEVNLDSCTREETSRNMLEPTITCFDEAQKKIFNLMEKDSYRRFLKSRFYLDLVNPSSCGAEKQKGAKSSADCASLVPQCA
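MLSMR compounds (23 nl, pin-transferred) preincubated 10 min at room temperature with a 500nM (2x) first reagent, then RGS4 at 900nM (2x) plus Transcreener GDP mix added; fluorescence polarization (620/688 nm) read before and after 90 min at 30 °C.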
Vif-A3F inh: qHTS for Inhibitors of Vif-A3F Interactions: qHTS; HeLa A3F-eYFP + Vif (tagged APOBEC3F with the HIV-1 protein that degrades it), YFP fluorescence increase; Potency, µM (titrated, usually from 46.1 µM), for the others: at the top dose activity, negative = active; actives 0.2% (n = 390,000); note: potency is the fitted concentration of half-maximal effect; % of control where 0% means no effect; nearly all actives have a fitted effect of over 65% in size
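HeLa cells stably expressing A3F-eYFP plus Vif, plated and incubated overnight at 37 deg C, then exposed to compounds overnight at 37 deg C. Blocked degradation read as raised yellow fluorescence (Ex 488/Em 500-530).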
Vif-APOBEC3G blk: qHTS for Inhibitors of Vif-A3G Interactions: qHTS. DNA dC->dU-editing enzyme APOBEC-3G (Homo sapiens), Q9HC16. actives 0.076% (n = 410,000). HeLa A3G-eYFP + Vif (tagged APOBEC3G with the HIV-1 protein that degrades it), YFP fluorescence, overnight. Potency, µM (series often up to 46.1 µM), inactives show top-dose activity, negative = active, most hits filed as inhibitors. AID 602310, 2012;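 note: potency is the fitted concentration of half-maximal effect; % is set by controls: 0 for no effect and ±100 for the full control effect; nearly all actives have a fitted effect of over 60% in size; hits raise eYFP signal because A3G escapes Vif-driven loss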
Target sequence (Q9HC16 whole entry, looked up): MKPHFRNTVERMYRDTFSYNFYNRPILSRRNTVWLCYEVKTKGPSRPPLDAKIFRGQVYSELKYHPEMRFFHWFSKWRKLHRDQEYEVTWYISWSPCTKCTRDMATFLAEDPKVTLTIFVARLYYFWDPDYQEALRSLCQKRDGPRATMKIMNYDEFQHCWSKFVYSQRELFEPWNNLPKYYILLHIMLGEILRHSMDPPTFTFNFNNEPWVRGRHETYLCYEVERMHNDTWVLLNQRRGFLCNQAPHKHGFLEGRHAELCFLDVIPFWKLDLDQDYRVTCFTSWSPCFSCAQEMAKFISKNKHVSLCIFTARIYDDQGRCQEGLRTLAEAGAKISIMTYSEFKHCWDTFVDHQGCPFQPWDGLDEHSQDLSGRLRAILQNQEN
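HeLa cells stably expressing Vif and C-terminally eYFP-tagged A3G, seeded overnight at 37 deg C, then exposed to compound by pintool overnight at 37 deg C. Rise in yellow fluorescence (Ex 488/Em 500-530, Acumen) marks blocked Vif-driven A3G degradation.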
GRP78 ERSR act: qHTS for Inducers of the Endoplasmic Reticulum Stress Response (ERSR) in Human Glioma: qHTS; actives 0.02% (n = 420,000); Potency, µM, for the others: at the top dose activation, most hits filed as activators; U87-MG GRP78 promoter luciferase reporter, 16 h; note: potency is the fitted concentration of half-maximal effect; series mostly up to about 76 µM; % of control where 0% means no effect; nearly all actives have a fitted effect of over 35% in size
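ERSR induction read as luciferase luminescence (Bright-Glo, 10 min at room temperature) in stably transfected human U87-MG glioma cells exposed to compounds for 16 h, using GRP78 as sensor.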
An asterisk follows results filed as active; ? = inconclusive; / = no result given; & = joins results of further samples; [ ] = dose if it differs, or a comment. Unless noted, calls come from the whole dose curve; as a rule, active = well fitted curve in the direction sought with a large enough effect; inconclusive = small, poorly fitted or top-dose-only effect, or another doubt; inactive = no such curve, though single readings can be large; an effect the other way counts as inactive or inconclusive.

SMILES	rTrxR1 inhibitor	TrxR1 substrate	IDH1 R132H inh	USP1 inh	LDHA inh	RGS4 inhibitor	Vif-A3F inh	Vif-APOBEC3G blk	GRP78 ERSR act
CC1CCN(C(=O)CSc2nnc(-c3ccco3)n2N)CC1	/	/	0%	-25%	1&11	/	-6%	-1%	-2%
COc1ccccc1NS(=O)(=O)c1ccc(C(=O)NCc2ccc(S(N)(=O)=O)cc2)cc1	24%	2%	-2%	?	-6	4%	-1%	0%	-1%
COc1ccc([C@H]2CC(=O)C=C(c3cccc(Br)c3)C2)cc1	11%[57.1 µM]	8%[57.1 µM]	-1%	-6%	-2	-14%	3%	-5%	1%
COc1ccc(S(=O)(=O)NCc2ccc(C(=O)N3CCN(c4ccccn4)CC3)cc2)cc1	9%[57.1 µM]	3%[57.1 µM]	3%	-3%	2	-7%	6%	5%	0%
Cc1c(C(=O)NCCc2ccc(S(N)(=O)=O)cc2)sc2nc3n(c(=O)c12)CCCC3	13%	-3%	15%	-15%	-6	-4%	-7%	-2%	-1%
O=C(COC(=O)c1c(F)cccc1F)Nc1ccc2[nH]c(=O)[nH]c2c1	11%	-2%	6%	-20%	5	-5%	12%	-2%	-1%
COc1ccc(S(=O)(=O)Nc2c(C)cc(C)cc2C)c2cccnc12	10%	3%	7%	-28%	-1	0%	-2%	-10%	-4%
CCCn1c2ccc(C)cc2c2nnc(SCCN3CCCCC3)nc21	5%&-14%	1%&-9%	12%&23%	-10%&-12%	2&0	-30%&-13%	-27%&-6%	2%&-2%	-2%&-1%
CCOC(=O)c1sc(NC(=O)c2ccc(=O)[nH]c2)nc1C	10%	6%	1%	-17%	4	-19%	2%	-7%	-2%
COc1ccc(C(=O)Nc2nnc(SCC(=O)NC3CCCC3)s2)c(OC)c1	-4%	1%	9%	-15%	-1	-7%	1%	0%	1%
CCOC(=O)c1c(C)oc2c(Cl)cc(NS(=O)(=O)c3ccc(Cl)c(C)c3)cc12	16%	2%	14%	-16%	4	-22%	-14%	-13%	2%
Cn1c(O)c(N=NC(=O)CNC(=O)c2ccccc2)c2ccccc21	6%	-3%	1%	-6%	-5	-3%	1%	-1%	-4%
CS(=O)(=O)Nc1ccc(C(=O)N2CCc3ccccc3C2)cc1	16%[57.1 µM]	-2%	7%	-23%	-1	-17%	?	2%	-1%
O=C(Cn1c2ccccc2c(=O)c2ccccc21)Nc1cccc(F)c1	26%	21%	7%	-16%	-5	?	-22%	-2%	-2%
O=C(Nc1ccc(Cl)cc1)N1CCCN(Cc2ccccc2F)C1	13%	-2%[57.1 µM]	0%	-1%	-2	-10%	-2%	-1%	0%

Individual results from the list:
RGS4 inhibitor with O=C(COC(=O)c1c(F)cccc1F)Nc1ccc2[nH]c(=O)[nH]c2c1 = -5%
Vif-A3F inh with CCCn1c2ccc(C)cc2c2nnc(SCCN3CCCCC3)nc21 = -27%&-6%
rTrxR1 inhibitor with CCOC(=O)c1c(C)oc2c(Cl)cc(NS(=O)(=O)c3ccc(Cl)c(C)c3)cc12 = 16%

One compound at a time (already shown). Order of screens: rTrxR1 inhibitor, TrxR1 substrate, IDH1 R132H inh, USP1 inh, LDHA inh, RGS4 inhibitor, Vif-A3F inh, Vif-APOBEC3G blk, GRP78 ERSR act
O=C(Cn1c2ccccc2c(=O)c2ccccc21)Nc1cccc(F)c1 is entered as 26%, 21%, 7%, -16%, -5, ?, -22%, -2%, -2%
COc1ccc(C(=O)Nc2nnc(SCC(=O)NC3CCCC3)s2)c(OC)c1 is entered as -4%, 1%, 9%, -15%, -1, -7%, 1%, 0%, 1%
CS(=O)(=O)Nc1ccc(C(=O)N2CCc3ccccc3C2)cc1 is entered as 16%[57.1 µM], -2%, 7%, -23%, -1, -17%, ?, 2%, -1%

Continuation:
SMILES	rTrxR1 inhibitor	TrxR1 substrate	IDH1 R132H inh	USP1 inh	LDHA inh	RGS4 inhibitor	Vif-A3F inh	Vif-APOBEC3G blk	GRP78 ERSR act
[O-][n+]1c2ccccc2c2n1CCN=C2c1ccc(Cl)cc1	0%[57.1 µM]	8%[57.1 µM]	8%	-29%	2	-6%	5%	0%	1%
Cc1cc(-c2nn(-c3ccccc3F)cc2CNCCc2cnc[nH]2)c(C)s1	15%	1%	-8%	-25%	-2	-1%	-5%	-2%	-4%
C=CCOc1cccc(/C=C/c2nc3ccccc3c(=O)[nH]2)c1	13%	19%	19%	-18%	-2	25%	?	-6%	3%
CC(=O)Nc1ccn(C2CC3OCC(NC(=O)C4CCCN4C(=O)OC(C)(C)C)C3O2)c(=O)n1 (stereo not given)	14%	-1%	/	/	/	6%	/	3%	3%
Cc1cccc(N(C)C(=O)CCNS(=O)(=O)c2ccc3c(c2)CCN3C(=O)C2CC2)c1	-10%[57.1 µM]	-3%[57.1 µM]	-4%	?	1	-41%	-2%	-6%	-3%
COc1cccc(NC(=O)Nc2cc(-c3cn4cccnc4n3)ccc2C)c1	26%	18%	-8%	-25%	4&-4	0%	-1%	2%	-4%
O=C(NCCC(=O)N1CCC2(CC1)NCCc1[nH]cnc12)c1cccc(Cl)c1	12%	-1%	-7%	-15%	-10	4%[11.4 µM]	-15%	1%	-4%
CN1c2ccccc2C(O)=C(C(=S)Nc2ccc(Cl)cc2)S1(=O)=O	?	?	-6%	-26%	-1	?	/	0%	?
COc1ccc(Cl)c2sc(N3CCN(C(C)=O)CC3)nc12	6%	-1%	10%	-20%	-4	-19%[56.9 µM]	3%	1%	1%
CCOc1cccc(C(=O)Nc2cccc(-c3nc4ncccc4o3)c2C)c1	17%	4%	6%	4%	-9	24%	3%	-1%	-2%
NC(=S)c1csc(CCNC(=O)c2ccccc2)n1	/	/	10%	-20%	-6	/	0%	-1%	1%
N#C/C(=C\c1ccccc1Cl)C(=O)Nc1ccccn1	3%	21%	5%	-18%	-11	2%[56.9 µM]	4%	1%	-4%
CCOc1cc(S(=O)(=O)N2CCN(c3ccc(F)cc3)CC2)c(OCC)cc1-n1cnnn1	22%	21%	3%	?	-4	6%	-25%	-3%	-4%
CC(C)C1N=C2c3ccccc3N=C(SCC(=O)NCc3ccccc3Cl)N2C1=O (stereo not given)	7%[57.1 µM]	5%[57.1 µM]	-29%	-14%	-5	11%	-7%	2%	-5%
Cc1cc(C)nc(-n2ncc3c2CC(c2ccc(C(C)C)cc2)CC3=O)n1 (stereo not given)	10%	-2%	2%	-3%	1	45%	4%	-2%	1%
Cc1cc(=O)c(C(=O)O)nn1-c1ccccc1F	?	5%[0.457 µM]	6%	-21%	-5	-12%	2%	-1%	-1%
COC(CNC(=O)c1ccc(N2CCCC2=O)cc1)OC	18%[57.1 µM]	11%[57.1 µM]	-5%	1%	-9	5%	7%	3%	-4%
CCN(C(=O)CSc1nc2cc(C(F)(F)F)ccc2n1Cc1ccccc1)C1CCS(=O)(=O)C1 (stereo not given)	31%	-2%	-4%	-24%	0	21%	-7%	-3%	-3%
COCCCNC(=O)/C(C#N)=C/c1c(N2CCCCCC2)nc2ccccn2c1=O	-1%	-5%	-1%	-22%	-9	-16%[56.9 µM]	-24%	-9%	-2%
Cc1ccc(C)c(NC(=O)C2CCCN2C(=O)OC(C)(C)C)c1 (stereo not given)	-6%	-8%	1%	-22%	-2	15%	5%	0%	0%
O=C(Nc1ccncc1)C1(c2ccccc2)CCCC1	1%	-4%	-1%	2%	-1	4%	1%	0%	-3%
CCCCn1c(N)c(N(CCOC)C(=O)CSCc2ccc(Cl)c(Cl)c2)c(=O)[nH]c1=O	11%	1%	4%	-4%	-3	17%	3%	-3%	-5%
O=S(=O)(c1ccccc1)c1cnn2c(C(F)(F)F)cc(-c3ccccc3)nc12	-9%	42%[activator]	2%	-12%	4	-10%	4%	0%	-3%
COc1ccc(OC)c(CN2CCN(Cc3cc(=O)oc4cc(O)ccc34)CC2)c1	18%	318%[activator]	1%	-21%	-4	-10%	-2%	-1%	-5%
CC(=O)Nc1ccc(C(=O)OCC(=O)N2CCN(C(=O)c3ccco3)CC2)cc1	13%	4%	-9%	-18%	0	-10%	1%	-14%	-1%

An excerpt (hit frequency here may not be typical).
